GLD-1 TGE inh – GLD-1-TGE RNA interaction inhibition (C. elegans); inhibition, % at 5.96 µM; Q17339; purified GLD-1 + fluorescein TGE RNA, fluorescence polarization; 0.44% of 320,000 active; AID 2280;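 active means percent inhibition above a per-plate cutoff, the plate mean of test compounds plus 3 SD, cut at about 30% in these data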;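 further: 0% = DMSO wells with GLD-1 and probe and 100% = wells lacking GLD-1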
PME-1 primary – PME-1 (human) inhibition; AID 2130; recombinant PME-1, FP-Rh probe fluorescence polarization; 0.53% of 320,000 active; inhibition, % at 5.9 µM; Q9Y570;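 active means inhibition above the campaign mean of all compounds plus 3 SD, cut at about 26% in these data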;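 further: competitive labeling of PME-1 active site by serine hydrolase directed probe; 0% = PME-1 with DMSO and 100% = wells lacking PME-1 enzyme; inhibitors block probe labeling so polarization falls and inhibition rises; many of its hits are not listed in these tables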
Target sequence (Q9Y570 whole entry, looked up): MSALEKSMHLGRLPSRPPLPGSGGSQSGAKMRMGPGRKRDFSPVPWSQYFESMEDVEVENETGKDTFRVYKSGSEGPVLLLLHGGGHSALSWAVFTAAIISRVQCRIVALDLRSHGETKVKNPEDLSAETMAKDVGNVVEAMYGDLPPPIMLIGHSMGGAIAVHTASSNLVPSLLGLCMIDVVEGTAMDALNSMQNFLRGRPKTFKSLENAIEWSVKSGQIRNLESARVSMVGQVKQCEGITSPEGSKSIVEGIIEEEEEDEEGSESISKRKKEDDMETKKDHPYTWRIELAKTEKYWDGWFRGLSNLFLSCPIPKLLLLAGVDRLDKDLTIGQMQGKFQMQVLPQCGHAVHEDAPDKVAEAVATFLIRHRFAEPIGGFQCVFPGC
Fam108B counter – blocks mouse Fam108B hydrolase in RBBP9 counter-screen; AID 1947; inhibition, % at 9.51 µM; recombinant Fam108B, FP-Rh probe fluorescence polarization; 0.33% of 300,000 active;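 active means inhibition above the screen mean inhibition plus 3 SD, computed separately per campaign, cut at about 18% in these data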;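 further: inhibitors lower polarization as less probe binds the enzyme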
MEX-5 binding – C. elegans MEX-5 TCR-2 RNA binding activity. Q9XUB2. MEX-5/FITC-TCR2 RNA binding, fluorescence polarization; stronger effect = lower value. activity score (negative = inhibition of binding), % at 10 µM. 0.38% of 300,000 active;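 active means inhibition past about -25% in most replicates, and total fluorescence under double the plate's negative control median, limit read from the data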;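 further: 0% = DMSO and -100% = 5 µM competing unlabeled TCR2 RNA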
Target sequence (Q9XUB2 whole entry, looked up): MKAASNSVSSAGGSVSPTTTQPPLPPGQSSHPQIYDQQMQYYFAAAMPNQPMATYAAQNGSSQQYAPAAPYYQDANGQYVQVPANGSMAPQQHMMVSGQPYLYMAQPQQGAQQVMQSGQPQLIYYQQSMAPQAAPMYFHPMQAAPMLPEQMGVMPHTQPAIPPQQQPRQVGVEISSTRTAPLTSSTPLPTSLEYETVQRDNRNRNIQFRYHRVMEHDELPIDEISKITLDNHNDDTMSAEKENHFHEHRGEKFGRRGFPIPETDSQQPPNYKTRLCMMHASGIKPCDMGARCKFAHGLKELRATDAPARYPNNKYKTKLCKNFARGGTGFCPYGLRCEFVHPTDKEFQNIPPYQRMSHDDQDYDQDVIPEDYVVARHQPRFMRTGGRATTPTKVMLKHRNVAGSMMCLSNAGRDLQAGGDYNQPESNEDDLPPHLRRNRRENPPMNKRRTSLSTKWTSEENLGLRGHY
GSTO1 inh – counter-screen for RBBP9 inhibitors: inhibitors of human GSTO1 | inhibition, % at 5.96 µM | recombinant GSTO1, activity-based probe fluorescence polarization | AID 1974 | 1.1% of 300,000 active;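 active means inhibition above the campaign mean inhibition plus 3 SD, cut at about 35% in these data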;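 further: 0% = GSTO1-1 with DMSO and 100% = wells lacking GSTO1-1 enzyme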
MCL1-BIM inh – disrupts human MCL1 binding to BIM-BH3 peptide. 0.68% of 320,000 active. GST-MCL1 / FITC-Bim-BH3 fluorescence polarization. inhibition, % at 10.9 µM. Q07820;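 active means inhibition above the mean inhibition of all tested compounds plus 3 SD, set per campaign, cut at about 40% in these data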;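 further: 0% = DMSO wells and 100% = unlabeled Bim-BH3 peptide control; higher means more loss of mP so more displacement of Bim peptide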
TPT1 inhibitor – blocks Candida albicans tRNA 2'-phosphotransferase. AID 1962. recombinant caTPT1, FP RNA substrate dephosphorylation. inhibition, % at 5 µM. 0.81% of 300,000 active;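 active means inhibition above the mean of all tested compounds plus 3 SD, set per screening campaign, cut at about 24% in these data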;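 further: plate controls were DMSO alone for no effect and ferristatin control at 100 nM for full effect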
Bcl-xL primary – inhibitors of human Bcl-xL. Q07817. AID 2129. GST-Bcl-xL / FITC-Bim BH3 peptide fluorescence polarization. 0.7% of 320,000 active. inhibition, % at 10.9 µM;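 active means inhibition above the mean of all tested compounds plus 3 SD, cutoff set per campaign, cut at about 30% in these data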;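 further: 0% = DMSO wells and 100% = unlabeled Bim-BH3 peptide competitor; inhibitors lower millipolarization by displacing the labeled peptide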
Target sequence (Q07817 whole entry, looked up): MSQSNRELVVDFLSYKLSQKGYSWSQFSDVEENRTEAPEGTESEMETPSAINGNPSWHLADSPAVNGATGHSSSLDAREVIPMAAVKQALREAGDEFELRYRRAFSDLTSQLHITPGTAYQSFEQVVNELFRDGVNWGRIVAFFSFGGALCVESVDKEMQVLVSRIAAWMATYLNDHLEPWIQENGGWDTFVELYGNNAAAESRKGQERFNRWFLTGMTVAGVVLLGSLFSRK
PAD4 inh – PAD4 (human) enzyme inhibition. 0.41% of 330,000 active. AID 485272. inhibition, % at 6.36 µM. Q9UM07. recombinant PAD4, RCA probe fluorescence polarization;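 active means percent inhibition above a cutoff equal to the mean of all tested compounds plus 3 SD, cut at about 15% in these data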;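 further: 0% = PAD4 with RCA probe and DMSO and 100% = probe without PAD4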
* marks the source's active call; other numbers are inactive results; / = no result given; & = joins results of further samples. An excerpt (hit frequency here may not be typical).

SMILES	GLD-1 TGE inh	PME-1 primary	Fam108B counter	MEX-5 binding	GSTO1 inh	MCL1-BIM inh	TPT1 inhibitor	Bcl-xL primary	PAD4 inh
Cc1cc(NC(=O)CCN2CCCCC2)ccc1Br	-5.0	0.7	-3.5	-2.3	6.6	5.3	-0.8	0.5	-2.1
CN1CCN2c3ncccc3Cc3ccccc3[C@@H]2C1	-1.2	-1.3	6.0	-5.8	10.4	6.6	-5.6	0.1	-1.1
Cc1ccc(NC(=O)CSc2nc3nc(C)cc(C)c3c(=O)[nH]2)cc1	-4.9	5.8	3.5	0.7	-7.9	-4.2	-2.4	2.7	-1.5
CCN1CCN(c2nc3c(C)cccn3c(=O)c2/C=C(\C#N)C(=O)NCCOC)CC1	-5.7	1.6	0.4	-2.9	-0.3	3.8	0.0	3.1	-6.9
COc1ccc(/C=N/NC(=O)c2cc(C)n(-c3ccccc3)c2C)cc1OC	3.4	-3.7	4.3	0.4	8.2	8.5	-2.6	-1.4	-4.4
CS(=O)(=O)Nc1nc2n(n1)C(c1ccccc1)C=C(c1ccc(Br)cc1)N2 (configuration not stated)	157.4*	-6.1	2.2	-68.8*	0.3	181.3*	-100.3	156.8*	0.2
NC(=S)Nc1cccc2cccnc12	-0.6	0.0	3.0	0.0	25.7	3.6	-2.0	1.3	-1.3
CCc1ccc(-c2cc(C)no2)cc1S(=O)(=O)Nc1ccc(C)cn1	1.8	5.5	-2.1	1.2	-1.5	0.8	0.5	4.5	0.2
CC(C)Cc1nc(SCC(=O)Nc2ccc(S(N)(=O)=O)cc2)n[nH]1	0.3	-2.4	-3.7	1.9	3.7	3.4	-0.9	5.3	-1.0
Cc1ccc(C2=NN3C(C(=O)c4ccccc4)Oc4ccccc4C3C2)cc1 (configuration not stated)	-4.8	-3.6	-7.3	2.0	-6.2	0.1	1.5	-0.5	-5.2
CCCC(=O)NC1C2CC3CC(C2)CC1C3 (configuration not stated)	2.1	-4.3	-1.9	1.2	-1.1	1.2	-1.5	1.3	-0.9
COC(=O)c1ccccc1NC(=O)/C=C/C(=O)O	3.8	-1.3	-1.8	0.4	0.9	6.1	-2.8	-1.4	-4.4
O=C(Nc1ccccc1)C1=C(N2CCOCC2)/C(=C/c2cccnc2)CC1	3.1	-3.4	2.1	-1.7	-0.4	0.5	-1.3	3.0	-2.2
Cc1cc(C(=O)CSc2nc3ccc(Cl)cc3[nH]2)c(C)n1C	10.0	-10.8	-1.6	3.8	-3.3	-3.6	-2.5	5.0	1.0
O=c1[nH]c(N/N=C/c2ccccc2)nc2ccccc12	2.5	12.3	5.2	-0.1	-6.0	-3.9	-2.1	-5.5	2.3
O=C(/C=C/c1cccs1)Nc1cccnc1	4.0	-5.7	-4.5	-0.3	4.4	14.5	-1.0	8.2	6.7
COC(=O)c1ccc(NC(c2ccc(Cl)cc2)P(=O)(OC)OC)cc1 (configuration not stated)	2.7	-2.8	0.3	2.2	11.7	8.9	-0.6	4.3	0.9
Cc1ccc(Nc2nnc(SCC(=O)NC3CCS(=O)(=O)C3)s2)c(C)c1 (configuration not stated)	-7.1	5.3	10.7	1.7	8.2	4.5	-2.3	3.3	-5.5
CCc1nc2ccccc2c(C(=O)Nc2cc(C)ccc2C)c1C	4.1	-8.7	-2.5	0.7	8.4	-6.6	0.1	1.6	-0.3
C[C@@H](C(=O)Nc1ccc2c(c1)OCCO2)n1c(=O)[nH]c2ccccc2c1=O	2.3	0.5	2.1	-1.8	-3.5	2.6	-2.9	-8.8	1.0
O=C(CCNS(=O)(=O)c1ccccc1)NCCSc1ccc(Br)cc1	0.6	10.8	/	/	/	-4.5	/	-3.1	-7.1
CC(C)N(Cc1nc(-c2ccc(Cl)cc2)no1)C(=O)CN(C)S(=O)(=O)c1ccc(Cl)cc1	1.8	-2.5	-4.8	0.6	4.2	-4.8	-2.1	-3.1	0.3
CCN(CC)Cc1cc(Nc2ccnc3cc(Cl)ccc23)ccc1O	3.2&4.8	-13.2&-5.6	-7.4&3.2	-1.2&-1.0	1.7&8.2	5.0&3.6	-4.3&1.1	8.8&-2.3	-4.4&-0.1
Cc1ccnc(N2CCN(C(=O)CSc3nc4ccccc4nc3N3CCC(C)CC3)CC2)c1	-3.3	-4.9	-4.3	2.0	1.1	1.0	-2.0	2.7	-0.2
COCCNC(=O)C(c1ccc(Cl)cc1)N(C(=O)CCC(=O)Nc1ccccn1)C1CCCC1 (configuration not stated)	-2.8	-0.8	-2.6	0.1	-7.5	0.8	-4.5	1.2	-2.3
CC(C)N1C(=O)c2ccc(C(=O)O)cc2C1=O	9.7	1.6	-1.3	-1.8	9.4	6.7	-9.5	-1.8	-4.9
Cc1cccc(C)c1NC(=O)c1cccc2c1-c1ccccc1C2=O	-11.7	-1.3	0.3	-1.8	-0.6	-18.3	12.9	-9.3	-1.6
CCN(CC(=O)NCc1ccc(F)cc1)C(=O)c1ccc2c(c1)OCO2	5.0	-2.0	/	/	/	-1.4	/	1.4	0.4
O=C(NCc1ccccn1)c1nc(Cn2cc([N+](=O)[O-])cn2)no1	3.8	2.1	3.6	-4.0	4.0	11.0	-5.2	6.5	-2.3
O=C(Cc1ccc(S(=O)(=O)N2CCCCC2)s1)Nc1ccc(F)cc1F	2.9	2.4	-0.9	-1.1	1.4	0.5	-0.7	1.9	-2.7
Cc1cccc(OCc2nnc(SCC(=O)Nc3ncc(C)s3)o2)c1	3.3	0.2	-0.5	-1.4	19.2	8.0	0.5	1.3	-0.4
COC(=O)c1ccc(Nc2nc(C)cc(=O)[nH]2)cc1	-2.5	-8.6	0.3	2.4	11.3	4.3	0.6	2.6	11.1
Cc1ccc(C)c(NC(=O)C2CCCN(S(=O)(=O)c3c(C)nn(C)c3C)C2)c1 (configuration not stated)	8.7	-1.2	-1.1	-1.9	2.8	-0.3	-0.5	3.0	4.0
CCCCn1c(N)c(N(CC(C)C)C(=O)C2CCN(C(=O)c3ccc(F)cc3)CC2)c(=O)[nH]c1=O	10.4	-1.7	2.5	2.0	6.6	-30.1	-3.5	-1.5	-0.2
Cc1ccc(S(=O)(=O)N2CCN(CC(=O)N/N=C/C=C/c3ccccc3)CC2)cc1	-96.0	-3.8	1.8	0.6	-3.0	1.0	3.9	-1.2	-0.7
Cc1ccc(C(=O)C2=C(O)C(=O)N(Cc3ccccc3)C2c2cccnc2)o1 (configuration not stated)	4.1	-0.3	2.2	2.9	-0.2	-0.7	-2.4	2.3	-1.7

An excerpt from above in order of their number in MEX-5 binding, largest number first:
Compound	GLD-1 TGE inh	PME-1 primary	MEX-5 binding	MCL1-BIM inh	TPT1 inhibitor	Bcl-xL primary	PAD4 inh
CCCCn1c(N)c(N(CC(C)C)C(=O)C2CCN(C(=O)c3ccc(F)cc3)CC2)c(=O)[nH]c1=O	10.4	-1.7	2.0	-30.1	-3.5	-1.5	-0.2
Cc1ccc(S(=O)(=O)N2CCN(CC(=O)N/N=C/C=C/c3ccccc3)CC2)cc1	-96.0	-3.8	0.6	1.0	3.9	-1.2	-0.7
Cc1cccc(C)c1NC(=O)c1cccc2c1-c1ccccc1C2=O	-11.7	-1.3	-1.8	-18.3	12.9	-9.3	-1.6

(cont.)
SMILES	GLD-1 TGE inh	PME-1 primary	Fam108B counter	MEX-5 binding	GSTO1 inh	MCL1-BIM inh	TPT1 inhibitor	Bcl-xL primary	PAD4 inh
CCCCCC(=O)NNC(=S)NC(=O)c1cccc([N+](=O)[O-])c1	-3.3	-7.1	5.5	-9.3	2.3	4.9	-2.2	7.8	-0.3
Cc1c(C(=O)N(C)CCC#N)oc2ccc(S(=O)(=O)N3CCOCC3)cc12	4.4	-3.9	-4.1	3.0	-3.2	1.3	-3.4	5.8	-1.0
O=C(Nc1nc(-c2ccc(Cl)s2)cs1)c1ccncc1	0.8	-4.0	3.1	-1.8	8.9	6.2	2.2	1.8	2.2
COc1ccc(CCNS(=O)(=O)c2ccc3c(c2)CCN3C(=O)C2CC2)cc1OC	5.7	3.5	1.4	1.7	7.6	-2.9	-0.6	4.5	1.2
Cc1ccc(NC(=O)COC(=O)Cn2cnc3ccccc32)cc1S(=O)(=O)N(C)C	8.3	0.5	3.1	-0.2	21.1	4.7	-2.9	2.1	5.4
CC(C)(C)n1nnnc1C(c1cccnc1)N1CCN(c2ccccc2)CC1 (configuration not stated)	4.9	-0.2	-1.9	2.9	4.0	-2.5	3.2	2.8	2.3
O=C(CCN1C(=O)C2CCCCC2C1=O)N1CCN(S(=O)(=O)c2ccccc2)CC1 (configuration not stated)	6.2	7.6	-1.4	-0.5	8.7	-2.7	-1.9	-2.3	0.4
CCc1ccc(NC2CC(=O)N(CCc3ccc(OC)c(OC)c3)C2=O)cc1 (configuration not stated)	2.6	3.8	-0.2	-0.2	7.3	-12.3	4.0	-8.8	-3.2
O=C(C1COc2ccccc2O1)N1CCN(Cc2ccccc2)CC1 (configuration not stated)	6.2	2.2	3.9	-1.7	0.4	-1.5	2.7	-0.1	2.4
CCC(=O)c1coc2ccc(O)cc12	0.9	12.3	10.9	1.8	23.0	18.2	-1.4	12.6	-8.3
NS(=O)(=O)c1ccc(CCNC(=O)COC(=O)CCN2C(=O)C3CC=CCC3C2=O)cc1 (configuration not stated)	2.7	5.0	/	/	/	-1.7	/	-1.8	0.2
Cc1ccccc1NC(=O)CSc1nnc(-c2ccoc2C)n1CCc1ccccc1	-3.8	-7.0	0.0	-0.7	6.6	-3.3	4.2	-4.3	-5.9
COc1ccc(Cc2nnc(SCC(=O)Nc3ccc(N4CCOCC4)cc3)n2C)cc1	-1.2	-6.1	-3.5	-1.9	4.3	-15.6	-1.2	-6.7	-10.2
COc1ccc(OCC(=O)NC2CCCCCCC2)cc1	13.0	-2.3	1.2	0.9	-0.7	5.9	-1.7	2.0	-5.6
Cc1nc(NC(=O)CSc2nc3cccnc3n2Cc2ccccc2)sc1C	1.8	-9.0	-6.0	-0.7	-0.2	3.9	-2.0	5.4	-0.1
Cc1nn(-c2ccccc2)c(C)c1NC(=O)CCl	-3.6	-0.4	2.4	-2.5	82.7*	1.2	-1.3	3.1	1.9
Cc1ccccc1N1CCN(S(=O)(=O)Cc2ccccc2)CC1	1.9	3.4	3.8	-3.8	3.8	7.6	-1.5	0.4	-1.2
Cc1ccc(/C(N)=N/OC(=O)Cc2ccccc2)cc1	-0.5	7.2	-4.0	0.6	0.8	-5.4	0.1	-2.8	-6.0
COC(=O)c1c(NC(=O)COC(=O)c2ccc(NC(=O)CC#N)cc2)sc2c1CCCCC2	-9.7	-34.1	-61.6	1.3	-20.4	-18.1	17.4	-12.3	-5.2
CCOc1ccc(CCNC(=O)C2CC(=O)N(Cc3ccc(OC)cc3)C2)cc1OCC (configuration not stated)	-4.7	4.0	1.6	3.1	4.6	1.1	-3.0	0.6	-0.7
CC(C)CC(NC(N)=O)C(=O)OCC(=O)Nc1ccc(OC(F)F)cc1 (configuration not stated)	-2.2	4.1	-3.7	-4.5	-10.1	3.7	0.0	0.2	-2.8
Cc1ccc(S(=O)(=O)/N=C/c2ccc(N(C)C)cc2)cc1	6.8	1.2	5.8	-0.3	4.8	5.8	-0.7	10.0	3.2
COc1ccc(-c2cc(=O)oc3cc(OC(C)C(=O)NCc4ccccn4)ccc23)cc1 (configuration not stated)	5.9	5.8	-1.0	-1.1	-3.0	11.1	-6.5	6.6	2.4
COc1ccc(C2CC(c3ccccc3)=NN2C(=O)COC(=O)COc2ccccc2)cc1 (configuration not stated)	-5.5	3.1	-1.9	0.2	-4.0	-4.2	2.2	-0.5	-1.0
Cc1cnc2cc([N+](=O)[O-])ccc2n1	-2.5	-0.2	9.6	-0.1	2.5	10.9	0.1	6.4	-7.3

Assay outcomes deposited in PubChem by several laboratories.
